Screens from PubChem BioAssay.
BCR signal inh: inhibitors of chronic active B-cell receptor signaling. Potency, µM (top dose mostly 46.1 µM), for inactives: at the highest dose ratio change, negative = lower green/red ratio, usual class: inhibitors. ABC-DLBCL IkBa-CBG/CBR reporter, luminescence ratio, 4 h. 0.05% of 340,000 active; active means well fitted inhibition curve with a large enough effect in the signal ratio, with a control signal flat, not every such curve was filed as active; inconclusive means small, poorly fitted or top-dose-only effect, or effect the other way, or a change in a side signal; the % refers to the signal ratio;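 further: potency means the concentration at half of the fitted maximal effect; plate controls were basal doxycycline-induced cells for no effect and cells given 10 µM MG132 for full effect; MG132 reads +100%, hits lower the ratio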
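TMD8 human ABC-DLBCL cells with doxycycline-inducible IκBα–green luciferase fusion and unfused red luciferase, in 0.5% FBS medium; compounds up to 46 uM, 4 h at 37C. Green/red luminescence ratio, filter-overlap corrected, fitted to concentration-response curves.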
TSHR antagonist: human thyrotropin receptor antagonism. AID 504810. 0.2% of 330,000 active. P16473. activity change, negative = inhibition, % at 11.5 µM. TSHR-expressing cells, TSH-stimulated cAMP HTRF, 2 h; hits give low values;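 active means activity change below a set negative limit, meaning inhibition stronger than a set level, cut at about -70% in these data; inconclusive means activity change between two set negative limits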; further: on the % scale 0 is the no-effect control and ±100 the full control effect
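Read-out is FRET at 665 nm (cryptate excitation 337 nm) from a cryptate-tagged anti-cAMP antibody, competed by cell cAMP against cAMP-d2. Compounds are tested on freshly harvested TSHR cells challenged with 4nM TSH (EC80) for 2 hours at 37 deg C.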
Tb PFK block: inhibitors of T. brucei phosphofructokinase; 0.17% of 330,000 active; T. brucei PFK, ADP-Glo luminescence; O15648; Potency, µM (series often up to 57.5 µM), for the others: at the highest dose activity, negative = inhibition, hits mostly inhibitors;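 further: potency means the concentration at half of the fitted maximal effect; 0% = uninhibited 1x PFK enzyme wells and -100% = no-enzyme wells; nearly all actives have a fitted effect of over 60% in size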
Target sequence (O15648 whole entry, looked up): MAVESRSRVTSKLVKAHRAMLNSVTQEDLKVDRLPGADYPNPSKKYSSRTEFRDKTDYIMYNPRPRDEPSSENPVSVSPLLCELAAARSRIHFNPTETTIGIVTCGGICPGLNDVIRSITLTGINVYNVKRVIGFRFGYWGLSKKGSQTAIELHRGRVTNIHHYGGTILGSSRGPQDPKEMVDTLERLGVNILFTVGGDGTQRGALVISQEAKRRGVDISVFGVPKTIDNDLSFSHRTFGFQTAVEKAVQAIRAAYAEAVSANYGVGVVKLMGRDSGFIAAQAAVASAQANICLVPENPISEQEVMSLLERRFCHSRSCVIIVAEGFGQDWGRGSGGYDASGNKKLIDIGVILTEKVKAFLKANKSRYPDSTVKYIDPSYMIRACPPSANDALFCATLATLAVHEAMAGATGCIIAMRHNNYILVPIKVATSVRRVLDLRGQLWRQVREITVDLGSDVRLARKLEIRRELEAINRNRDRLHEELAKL
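Activity is normalized to no-enzyme wells (full inhibition) and 1.25 nM enzyme wells (no inhibition). Reaction: 0.5 mM F6P, 0.1 mM ATP, 45 min RT, ADP-Glo luminescence; concentration-response curves fitted and classed by quality.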
MLL CXXC-DNA inh: inhibitors of human MLL CXXC domain-DNA interaction | Potency, µM (highest dose often 115 µM), for the others: at the top dose activity change, negative = inhibition, hits mostly inhibitors | MLL-CXXC / FITC-HOXA9 DNA fluorescence polarization | Q03164 | 0.037% of 290,000 active; active means well fitted inhibition curve with a large enough effect in the polarisation, with a control signal flat, not every such curve was filed as active; inconclusive means small, poorly fitted or top-dose-only effect, or effect the other way, or a change in a side signal; inactive means no such curve, though single readings can be large or run the other way; the % refers to the polarisation; further: potency means the concentration at half of the fitted maximal effect
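Purified MLL-CXXC (added from a 7 uM solution) was preincubated 5 min at ambient with pinned compounds in 50 mM Tris-HCl pH 7.5, 50 mM NaCl, 1 mM DTT, 0.05% BSA. Fluorescein-labeled HOX-A9 DNA (50 nM solution) followed, 30 min, then polarization read.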
TCR activator: T cell receptor activation; AID 504894; Potency, µM (series often up to 9.22 µM), without a hit: at the highest dose activation of IL-2 secretion, usual class: activators; 330,000 tested, under 10 active; primary human leukocytes, anti-CD3, IL-2 HTRF, 48 h; further: % of control where 0% means no effect
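IL-2 produced over 48 hr by a-CD3 bead-stimulated primary human leukocytes exposed to compounds was detected with a homogeneous time-resolved FRET immunoassay, 665nm acceptor signal after 320nm excitation.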
GALK inh: blocks human galactokinase activity; Purified GALK, Kinase-Glo residual ATP luminescence; 0.007% of 270,000 active; Potency, µM (top dose mostly 57.5 µM), for the others: top-dose activity change, negative = inhibition, usual class: inhibitors; P51570; further: potency means the concentration at half of the fitted maximal effect; on the % scale 0 is the no-effect control and ±100 the full control effect
Target sequence (P51570 whole entry, looked up): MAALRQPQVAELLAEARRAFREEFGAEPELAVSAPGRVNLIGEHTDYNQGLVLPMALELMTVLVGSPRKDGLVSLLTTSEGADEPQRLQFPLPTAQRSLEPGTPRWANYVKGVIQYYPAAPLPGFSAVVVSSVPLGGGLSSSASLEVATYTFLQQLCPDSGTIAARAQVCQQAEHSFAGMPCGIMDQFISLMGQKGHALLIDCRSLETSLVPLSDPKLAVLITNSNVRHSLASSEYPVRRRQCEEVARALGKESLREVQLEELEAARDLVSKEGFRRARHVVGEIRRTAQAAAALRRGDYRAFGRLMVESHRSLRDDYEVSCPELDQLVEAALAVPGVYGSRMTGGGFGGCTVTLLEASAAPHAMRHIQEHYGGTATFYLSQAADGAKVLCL
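ATP-depletion format; final 35 uM ATP, 100 uM D-galactose, 5 nM enzyme; pH 8.0 HEPES/Mg2+ buffer; 60 min RT; luminescence read 10 min after detection reagent.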
FBPA coupling cs: coupling enzyme interference in Giardia aldolase counter-screen. coupling enzyme system counterscreen, AmpLite Red fluorescence. activity change, negative = inhibition, % at 58.2 µM, hits read low. 0.67% of 290,000 active; in the data active means activity change below about -30%; further: on the % scale 0 is the no-effect control and ±100 the full control effect
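Activity here indicates interference with the coupling reaction, not aldolase inhibition. Compounds at 57.5 uM final met coupling enzymes for 10 min at RT; substrate and AmpLite Red detection followed, with a 525/598 nm fluorescence read after 20 min.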
Giardia killer: Giardia lamblia killing | Giardia lamblia trophozoite viability | activity change, % at 7.66 µM, hits read low | AID 540267 | 0.15% of 340,000 active; in the data active means activity change below about -80%; inconclusive means between about -30% and that limit;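 further: parasites exposed to compound for two days anaerobically before the ATP read; on the % scale 0 is the no-effect control and ±100 the full control effect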
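Killing of trophozoites was scored by loss of ATP luminescence after a 48 hrs anaerobic exposure to compounds at 37 deg C, using 100 cells per well.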
hERG WT inh: inhibitors of human wildtype KCNH2 potassium channel. activity change, % at 1.84 µM. U2OS, BacMam KCNH2, thallium flux FluxOr; hits give low values. 0.37% of 340,000 active. AID 720551;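 active means maximum activity change below -70%; inconclusive means maximum activity change between -70% and -50%; inactive means maximum activity change above -50%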; further: on the % scale 0 is the no-effect control and ±100 the full control effect
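U2OS cells transduced with wild-type KCNH2 virus are loaded with FluxOr dye for 45 min, and thallium flux is measured in kinetic reads before and after stimulation buffer. Rate constants are normalized to DMSO controls.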
AT treatment: candidate therapy for ataxia-telangiectasia. AID 485349. 0.19% of 320,000 active. […] A-T fibroblasts, KAP-1 phosphorylation AlphaLISA; neocarzinostatin DNA damage 30 min before lysis. Potency, µM (doses to about 57.5 µM), for the others: at the highest dose activation, actives largely listed as activators; further: potency means the concentration at half of the fitted maximal effect; % of control where 0% means no effect; nearly all actives have a fitted effect of over 45% in size
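ATM-like activity read as KAP-1 phosphorylation via AlphaLISA donor/acceptor antibody pairs after lysis and 6 hr at 25C. Cells were ATM-null patient fibroblasts ([…], hTERT), dosed 60 min, then exposed to the DSB inducer NCS for 30 min.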
Numbers without * were called inactive; i = inactive; ? = inconclusive; nt = not tested or not shown; [ ] = remark or other dose. Unless noted, the call rests on the fitted dose curve; in most records, active means well fitted curve in the direction sought with a large enough effect; inconclusive means small, poorly fitted or top-dose-only effect, or another doubt; inactive means no such curve, though single readings can be large; an effect the other way counts as inactive or inconclusive.

SMILES	BCR signal inh	TSHR antagonist	Tb PFK block	MLL CXXC-DNA inh	TCR activator	GALK inh	FBPA coupling cs	Giardia killer	hERG WT inh	AT treatment
N#C/C(=C\c1ccc(OC(=O)c2ccccn2)cc1)C(N)=O	12%	-2	-10%	10%	-11%[46.1 µM]	-3%	-7	24	-2	-1%
NCCNC(=O)c1c(O)c2cccc3c2n(c1=O)CCC3	?	19	3%	5%	0%	1%	-3	4	1	-1%
CCOC(=O)c1c(NC(=O)c2ccncc2)sc(C)c1C	-1%	2	-6%	-6%	-8%	7%	0	0	nt	1%
COc1ccc(/C(O)=C2/C(=O)C(=O)N(CCN(C)C)C2c2cccnc2)cc1C (stereo not drawn)	-7%	5	-2%	2%	-9%	2%	7	-1	0	3%
O=C1c2ccccc2C(=O)N1CCCn1nnc(-c2ccc(N3CCOCC3)cc2)n1	-2%	-17	-2%	-8%	nt	-2%	0	-21	-24	1%
CC(NC(=O)c1ccco1)C(=O)NC(C)c1cc(F)c(Cl)cc1Cl (stereo not drawn)	-9%	0	-3%	-4%	-1%	-1%	2	-1	-1	-2%
CC(CCc1ccccc1)NC(=O)N1CCOCC1 (stereo not drawn)	-2%	2	-4%	-1%	3%[46.1 µM]	0%	0	6	1	4%
CCOC(=O)CC(NC(=O)C1c2ccccc2Oc2ccccc21)c1ccc(C)cc1 (stereo not drawn)	-1%	5	-7%	8%	0%[46.1 µM]	-2%	2	-6	-2	4%
CCC(=O)c1c[nH]c(C(=O)NCc2cccnc2)c1	-8%	2	2%	-16%	-2%	0%	0	18	-12	-6%
C=CCN1C(=O)C(O)(CC(=O)c2ccc(OC)cc2OC)c2cc(Br)ccc21 (stereo not drawn)	-1%	-3	5%	-3%	4%	0%	0	-16	-7	-2%
COc1ccc(Nc2nc(N)nc(CSc3n[nH]c(-c4ccccc4)n3)n2)cc1	-7%	1	3%	2%	-4%	1%	-3	7	-1	-1%
O=C1CC(N2CCc3ccccc32)C(=O)N1c1ccc(F)cc1 (stereo not drawn)	-1%	-3	-4%	-1%	5%	9%	1	-4	1	-8%
CCOC(=O)C1CCCN(C(=O)C(=O)Nc2ccc3nc4n(c(=O)c3c2)CCCCC4)C1 (stereo not drawn)	22%	9	0%	nt	-3%	nt	2	0	25	5%
Cc1ccc(CS(=O)Cc2ccc(C(=O)N3CCN(c4ccccn4)CC3)o2)cc1 (stereo not drawn)	-5%	0	1%	0%	6%	-2%	nt	10	-3	-3%
N#Cc1ccc(OCC(=O)OCC(=O)Nc2cc(C(F)(F)F)ccc2N2CCOCC2)cc1	1%	13	-1%	15%	1%[46.1 µM]	-2%	1	10	i	-2%
COc1cccc(C2=NOC(C(=O)NCc3ccco3)C2)c1 (stereo not drawn)	?	5	-5%	0%	4%	1%	2	-8	-4	4%
O=c1c2ccccc2nc(-c2ccc(Cl)cc2Cl)n1CCCn1ccnc1	?	14	-1%	-3%	1%	-1%	nt	4	0	-1%
C=CCNc1nc(N)c([N+](=O)[O-])c(Nc2ccccc2OC)n1	-1%	-7	-5%	8%	6%	nt	1	-18	-1	7%
Cc1ccc(-c2csc(=S)[nH]2)cc1	?	-9	-3%	-5%	9%	-1%	1	7	-5	-2%
c1ccc(Cn2nnc3c(N4CCc5ccccc5C4)ncnc32)cc1	?	-6	3%	-2%	0%	5%	-2	-25	-3	-1%
CC(=O)N1CCc2cc(S(=O)(=O)NCCC(=O)N3CCN(Cc4ccccc4)CC3)ccc21	0%	5	4%	-7%	3%	-1%	-1	13	-1	6%
Cc1ccc(S(=O)(=O)N2CC(O)C[C@H]2C(=O)OCC(=O)Nc2ccc(N3CCOCC3)cc2)cc1C (stereo partly drawn)	7%	13	-3%	nt	-2%	nt	nt	5	-18	-2%
CN(CC(=O)Nc1ccc(N2CCOCC2)cc1)C(=O)CSc1ccccc1F	?	-2	4%	nt	nt	nt	nt	3	5	-1%
CCSc1ncc(Cl)c(C(=O)Nc2ccccc2Cl)n1	4%	2	5%	-10%	1%	-1%	5	?	-7	20%
Cc1c(C(=O)/C=C/c2cccs2)oc2ccc(F)cc12	20%	10	-5%	5%	13%	-1%	0	-8	-7	5%
CCCCN(C(=O)c1cccc(-n2cccc2)c1)c1c(N)n(Cc2ccccc2)c(=O)[nH]c1=O	-24%	-2	?	nt	nt	nt	nt	nt	nt	0%
Nc1ccccc1O	?	14	0%	nt	0%	nt	nt	1	9	-14%
COc1cc2c3nnc(-c4ccc(F)cc4)c-3cn(Cc3cccc(C)c3)c2cc1OC	-6%	-2	-4%	-20%	1%	0%	-1	1	0	3%
O=C(CSc1nnc(COc2ccc(F)cc2)o1)N1c2ccccc2CCc2ccccc21	1%	7	-7%	2%	nt	5%	-2	12	-8	4%
O=C1SC(SCc2ccccc2)=N/C1=C\c1ccco1	nt	nt	nt	-7%	11%	-4%	-1	3	11	nt
COc1ccccc1C(=O)COC(=O)C(NC(=O)Cc1ccccc1)C(C)C (stereo not drawn)	0%	nt	0%	nt	2%	nt	nt	2	0	-4%
CCOC(=O)CSc1nnc(-c2ccco2)n1C	?	-4	-8%	1%	-2%	-1%	-1	1	-14	7%
Cc1ccc(O)c(CNCCNCc2cc(C)ccc2O)c1	?	7	0%	nt	-1%	nt	nt	5	3	-5%
COc1ccc(OCc2cc(C(=O)NC(C)Cc3cccnc3)no2)c(Cl)c1 (stereo not drawn)	8%	-12	-2%	6%	0%	0%	nt	18	-1	0%
CC(=O)Oc1ccc(N2C(=O)c3cccc4c([N+](=O)[O-])ccc(c34)C2=O)cc1	2%	-49	0%	-11%	-7%	2%	-6	-9	12	-7%
CCN(CC)C(=O)C1CCCN(C(=O)Nc2ccccc2)C1 (stereo not drawn)	?	6	-6%	2%	nt	-1%	3	3	0	1%
COc1ccc(C(=O)NCCc2ccc(S(N)(=O)=O)cc2)cc1OC	?	9	0%	7%	-2%	-2%	8	2	-23	2%
O=Cc1ccc2cccnc2n1	-2%	8	3%	-2%	0%	0%	1	0	-16	-1%
O=C(NCCO)Nc1ccc2nsnc2c1	0%	-4	-12%	-3%	3%	0%	-4	-23	-1	-1%
CC(C)(C)c1ccc(C(=O)NN2C(=O)CSC2=S)cc1	?	-14	-4%	-9%	-1%	-5%	0	20	-17	-3%
CCCCCn1nc(C(=O)N2CCc3ccccc32)c2ccccc2c1=O	?	-6	-7%	nt	nt	nt	nt	-4	-8	14%
Cc1cccc(OCc2nnc(SCC(=O)Nc3cccc(C(=O)N4CCOCC4)c3)n2C)c1C	-7%	12	-1%	-4%	-3%[46.1 µM]	nt	0	11	8	-3%
CC(C)OCCCNCC(O)c1ccccc1 (stereo not drawn)	2%	-3	?	-3%	6%[46.1 µM]	-2%	4	-4	4	-6%
O=c1c2c3c(sc2nc(NCCOCCO)n1Cc1ccco1)CCCCC3	9%	-7	-1%	0%	1%	-2%	-1	-17	8	2%
COc1ccc(C(=O)COC(=O)c2cc3ccccc3oc2=O)c(OC)c1	7%	-9	-19%	nt	6%	nt	nt	-21	-5	3%
COc1ccc(S(=O)(=O)Nc2cccc3c2O[C@H](CN(C)Cc2ccc(Oc4ccccc4)cc2)[C@@H](C)CN([C@H](C)CO)C3=O)cc1	0%	-3	12%	nt	-9%	nt	nt	?	-9	0%
Cn1cc(C(=O)c2cccc(Cl)c2)cc1/C=N\O	-12%	-17	-4%	17%	-1%	1%	3	25	-5	-5%
Cc1cc(C)nc(SCc2nnc(SCC(=O)N3CCCc4ccccc43)o2)n1	?	13	-8%	1%	-2%	3%	3	-6	3	7%
CC(C)(C)NC(=O)C1N(c2cccnc2)C(=O)C2C(C(=O)Nc3ccccc3)C3(C)C=CC21O3 (stereo not drawn)	13%	3	8%	1%	nt	1%	2	23	3	9%
COc1ccccc1S(=O)(=O)Cc1ccc(C(=O)NCC(OC)OC)o1	-1%	-5	3%	10%	2%	0%	1	?	-14	-12%
C=CCn1c(SCC(=O)c2[nH]c(C)c(C(=O)OCC)c2C)nc2scc(-c3ccc(OC)c(OC)c3)c2c1=O	3%	-3	7%	3%	-4%[46.1 µM]	0%	0	13	2	2%
O=C(Nc1ccc(F)c(F)c1)C1CCN(S(=O)(=O)c2cccc3nonc23)CC1	?	18	-6%	11%	1%	0%	-2	-7	5	5%

3 compounds from above, arranged by the value under GALK inh, smallest number first:
smiles | GALK inh
Cc1ccc(CS(=O)Cc2ccc(C(=O)N3CCN(c4ccccn4)CC3)o2)cc1 (stereo not drawn) | -2%
COc1ccccc1S(=O)(=O)Cc1ccc(C(=O)NCC(OC)OC)o1 | 0%
CC(=O)Oc1ccc(N2C(=O)c3cccc4c([N+](=O)[O-])ccc(c34)C2=O)cc1 | 2%
